# Bioassay records: PubChem, several laboratories
# SKKanGAS inh – S. pyogenes SKKanGAS growth inhibitors in kanamycin, primary screen, streptokinase expression inhibitor project, SKKanGAS strain, BacTiter-Glo luminescence | 6 h | inhibition, % at 7.5 µM | 300,000 tested, 1.3% active;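 active = mean replicate score, as percent of positive control median, at least 50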;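 also: strain carries kanamycin resistance gene driven by streptokinase promoter and grows in 40 µg/ml kanamycin; loss of luminescence reflects streptokinase promoter inhibition or plain growth inhibition; 0% = median of DMSO wells and 100% = positive control at its reference dose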
# MrgX1 ag – agonists of human MrgX1 receptor, primary screen, HEK293 cells, Fluo-4 calcium flux; 310,000 tested, 0.44% active; Fluo-4 calcium fluorescence, agonist mode; stronger effect = higher value; B-score at 10 µM; Mas-related G-protein coupled receptor member X1 (Homo sapiens), Q96LB2;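 active = calcium response B-score plate-corrected fluorescence ratio at least 3 library SD, with starting fluorescence B-score inside 5 SD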
# Target sequence (Q96LB2 whole entry, looked up): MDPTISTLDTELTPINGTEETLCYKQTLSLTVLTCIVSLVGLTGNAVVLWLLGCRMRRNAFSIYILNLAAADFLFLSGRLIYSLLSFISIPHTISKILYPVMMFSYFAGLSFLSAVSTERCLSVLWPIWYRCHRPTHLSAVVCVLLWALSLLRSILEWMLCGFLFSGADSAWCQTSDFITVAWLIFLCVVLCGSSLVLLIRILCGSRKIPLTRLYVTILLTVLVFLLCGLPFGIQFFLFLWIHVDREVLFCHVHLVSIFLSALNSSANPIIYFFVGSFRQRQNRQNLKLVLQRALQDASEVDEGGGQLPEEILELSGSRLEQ
#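 Material – MrgX1-expressing HEK293 cells · Input – 15,000 cells seeded per well · Dosing – compound as first of three additions · Times – overnight seeding, then 1 h dark dye loading · Measured by – kinetic Fluo-4 NW fluorescence of intracellular calcium · Read-out – B-scored fluorescence response ratio · Benchmarks – positive and negative control wells on each plate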
# MrgX1 allo act – positive allosteric modulators of MrgX1, primary screen, HEK293 cells, Fluo-4 calcium flux | 310,000 tested, 0.63% active | AID 588675, 2011 | B-score at 10 µM | FDSS; stronger effect = higher value;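 active = plate-corrected calcium response at least 3 library SD above typical, normal starting fluorescence, not activating the receptor alone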;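 also: compound read alongside a low EC10 to EC30 dose of BAM8-22 agonist; peak minus trough fluorescence over baseline measured at the second addition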
# TMEM16A inh – TMEM16A chloride channel inhibitors, primary screen, cell-based, HTS; AID 588511, 2011; Anoctamin-1 (Mus musculus), Q8BHY3; normalized B-score (activity score, 25-100; higher = stronger inhibition) at 10 µM; HEK293 TMEM16A/YFP iodide influx fluorescence, ionomycin; 310,000 tested, 1.2% active;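 active = ratio plate-corrected score three or more library SD toward inhibition, starting fluorescence score within five deviations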;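 also: score derived from kinetic fluorescence span divided by baseline fluorescence per well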
# ANO1 activ – TMEM16A chloride channel activators or potentiators, primary screen, cell-based, HTS | 340,000 tested, 0.3% active | B-score at 10 µM | HEK293 TMEM16A/YFP-H148Q/I152L, iodide quench fluorescence; stronger effect = lower value | Anoctamin-1 (Mus musculus), Q8BHY3;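 active = fluorescence-ratio B-score plate-corrected deviation score at least 3 library SD below zero, with starting fluorescence score within 5 deviations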;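 also: channel opened by trigger with iodide after compound preincubation; score built on the fluorescence ratio of max minus min over baseline; more negative score means more quench and so TMEM16A activation or potentiation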
# RGS4 pot – RGS4 potentiators or activators, primary screen, cell-based, HEK293 M3R inducible RGS4, calcium flux; 310,000 tested, 0.92% active; carbachol calcium flux Fluo4; stronger effect = lower value; AID 463111, 2010; B-score at 10 µM;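 active = B-score of the integrated calcium signal more than 4 SD below the library mean, with starting fluorescence not abnormally high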;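 also: negative B-score means reduced calcium response which marks RGS4 activation or potentiation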
#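 Assay system: HEK293 FlpIn-TREx cells, stable M3R, doxycycline-inducible RGS4 / Probe or stimulus: carbachol, ECmax concentration / Times: overnight RGS4 induction, 30 min dye load 37 °C, 20 min compound RT / Signal: kinetic calcium fluorescence imaging with Fluo4-AM dye, 2 µM / Measure: Agonist-evoked peak-minus-minimum fluorescence over baseline, integrated ratio, B score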
# TRPC6 act – mouse TRPC6 channel activators, primary screen, cell-based, HEK293, membrane potential dye; B-score at 10 µM; 310,000 tested, 0.13% active; Short transient receptor potential channel 6 (Mus musculus), Q61143; AID 2550, 2010; HEK293-TRPC6 membrane potential dye fluorescence; stronger effect = higher value;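 active = B-score of the integrated fluorescence ratio above library mean plus 3 SD, and starting fluorescence ratio within library mean plus 5 SD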;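 also: higher score means more depolarization so channel activation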
# TRPC6 inhibitor – mouse TRPC6 channel inhibitors, primary screen, cell-based, HEK293, membrane potential dye; Short transient receptor potential channel 6 (Mus musculus), Q61143; ACh-evoked depolarization; stronger effect = lower value; B-score at 10 µM; 310,000 tested, 1.1% active; AID 2553, 2010;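 active = B-score under library mean minus 3 SD, initial fluorescence not abnormally high, positive integrated signal ratio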;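 also: B-score derived from integrated fluorescence ratio over the kinetic read; more negative B-score means stronger inhibition of depolarization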
# MrgX1 antag – antagonists of human MrgX1 receptor, primary screen, HEK293 cells, Fluo-4 calcium flux. BAM8-22 antagonism; stronger effect = lower value. B-score at 10 µM. 310,000 tested, 1.3% active. AID 588676, 2011;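 active = calcium-response B-score plate-corrected more than 3 library SD below zero, starting fluorescence within 5 deviations, no agonist response on first addition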;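 also: peak minus trough fluorescence over baseline after final BAM8-22 challenge near maximal dose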
# HDAC3 inh – HDAC3 deacetylase inhibitors, primary screen, biochemical, fluorescence, cell-free homogeneous; recombinant HDAC3, fluorogenic peptide/trypsin coupled; inhibition, % at 8.3 µM; AID 2718, 2010; 320,000 tested, 0.15% active; Histone deacetylase 3 (Homo sapiens), O15379; in the data active = inhibition above about 26%, passing the limit was not always enough
# Target sequence (O15379 whole entry, looked up): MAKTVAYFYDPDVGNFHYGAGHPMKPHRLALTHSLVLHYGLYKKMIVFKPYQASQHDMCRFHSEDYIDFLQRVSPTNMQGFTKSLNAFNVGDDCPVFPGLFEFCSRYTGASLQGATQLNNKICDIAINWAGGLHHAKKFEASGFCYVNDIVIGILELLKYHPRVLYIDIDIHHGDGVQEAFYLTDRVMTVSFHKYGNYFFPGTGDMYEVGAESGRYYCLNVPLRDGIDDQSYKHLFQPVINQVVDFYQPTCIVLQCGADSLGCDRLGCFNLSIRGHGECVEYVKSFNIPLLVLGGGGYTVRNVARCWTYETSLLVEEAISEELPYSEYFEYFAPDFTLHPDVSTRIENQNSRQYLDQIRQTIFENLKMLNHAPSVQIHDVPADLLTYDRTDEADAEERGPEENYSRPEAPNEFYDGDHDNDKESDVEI
# RGS4 inh – RGS4 inhibitors, primary screen, cell-based, HEK293 M3R inducible RGS4, calcium flux; Fluo-4 calcium flux; stronger effect = higher value; triggered by carbachol at its EC20; 310,000 tested, 0.45% active; B-score at 10 µM; AID 463165, 2010;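 active = B-score, a plate-corrected calcium signal, over three deviations above library mean, with baseline fluorescence within five deviations of library mean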;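 also: RGS4 expression induced by doxycycline in cells with stable M3 receptor; B-score is computed from the integrated fluorescence ratio over baseline after carbachol; higher B-score means a larger calcium signal and so more RGS4 inhibition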
# Target sequence (P49798 whole entry, looked up): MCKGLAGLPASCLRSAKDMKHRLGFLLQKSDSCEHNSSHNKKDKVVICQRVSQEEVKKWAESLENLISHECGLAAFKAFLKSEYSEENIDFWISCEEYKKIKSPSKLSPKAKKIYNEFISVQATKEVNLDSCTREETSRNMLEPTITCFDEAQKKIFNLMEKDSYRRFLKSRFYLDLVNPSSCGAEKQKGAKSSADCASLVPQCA
# Numbers without * were called inactive; i = inactive; x = not tested or not shown.
SMILES,SKKanGAS inh,MrgX1 ag,MrgX1 allo act,TMEM16A inh,ANO1 activ,RGS4 pot,TRPC6 act,TRPC6 inhibitor,MrgX1 antag,HDAC3 inh,RGS4 inh
Cc1ccc(NC(=O)CSc2nc3[nH]ncc3c(=O)[nH]2)cc1Cl,6.4,i,i,i,i,i,i,i,i,0.7,i
CC(C)(C)c1cc(NC(=O)c2cccnc2)no1,0.3,i,i,i,i,i,i,i,i,6.8,i
CONC(=O)Nc1ccccc1[N+](=O)[O-],7.7,i,i,i,i,i,i,i,i,11.6,i
COC(=O)C(C)Sc1nc(N)c(NC(=O)c2ccco2)c(=O)[nH]1 (stereo not drawn),-3.1,i,i,i,i,i,i,i,i,1.6,i
CCOC(=O)c1ccc(N2C=C(C(=O)OC)C(c3ccc(OC)c(O)c3)C(C(=O)OC)=C2)cc1,4.3,i,i,i,i,i,i,i,i,-1.7,i
CCOc1cccc(C(=O)NC(=S)Nc2ccc(N3CCCC3)cc2)c1,28.2,i,i,i,i,i,i,i,i,10.3,i
CN(C)/C=C/C(=O)/C=C/c1ccc(Cl)cc1,3.4,i,i,i,i,i,i,i,i,-3.7,i
Cc1ccc(S(=O)(=O)NC(=O)Nc2ccc(Cl)cn2)cc1,-3.4,i,i,i,i,i,i,i,i,6.4,i
COc1ccc(OC)c(NC(=O)CN2C(=O)c3ccccc3S2(=O)=O)c1,x,i,i,i,i,i,i,i,i,3.5,i
COc1cccc(N2CC(NC(=O)c3cccc4ccccc34)CC2=O)c1 (stereo not drawn),-0.7,i,i,i,i,i,i,i,i,-2.8,i
O=C(CSc1nc2ccc(NC(=O)c3ccccc3C(=O)O)cc2s1)Nc1ccc(F)c([N+](=O)[O-])c1,13.8,i,i,i,i,i,i,i,i,6.5,i
Cc1ccc(NC(=O)CS(=O)CC(=O)N(CC(=O)NC2CCCC2)c2cc(C)ccc2C)cc1 (stereo not drawn),-2.1,i,i,i,i,i,i,i,i,7.6,i
CC1CCN(S(=O)(=O)c2cccc(C(=O)NCc3cccs3)c2)CC1,-1.9,i,i,i,i,i,i,i,i,0.4,i
CSc1ccccc1OCc1cc(C(=O)N2CCN(C)C(c3ccccc3)C2)no1 (stereo not drawn),2.6,i,i,i,i,i,i,i,i,0.9,i
COCCCNC(=O)CNC(=O)c1nn(-c2ccc(OC)c(Cl)c2)c(=O)c2ccccc12,4.3,i,i,i,i,i,i,i,i,4.3,i
COc1ccc(NC(=O)CS(=O)(=O)c2ccccc2)cc1,-4.2,i,i,i,i,i,i,i,i,-1.8,i
Cc1ccc(NC(=O)N2CCCC2C(=O)Nc2ccc3c(c2)OCCO3)cc1 (stereo not drawn),3.0,i,i,i,i,i,i,i,i,1.5,i
COc1cccc2oc3cc(C#Cc4ccccn4)ccc3c(=O)c12,16.3,i,i,i,x,i,i,i,i,3.4,i
C/C(=C\c1ccccc1)CN1CCN(c2ccccc2F)CC1,1.0,i,i,i,i,i,i,i,i,0.1,i
CCNC(=O)c1ccccc1NC(=O)c1cccc(S(=O)(=O)N2CCOCC2)c1,25.4,i,i,i,i,i,i,i,i,-3.7,i
Cc1ccc(O)c(-c2cc(C(=O)Nc3ccc(S(=O)(=O)Nc4nc(C)cc(C)n4)cc3)[nH]n2)c1,15.5,i,i,i,i,i,i,i,i,8.9,i
CCc1nnc(NC(=O)CSc2nnc(Cc3cc(=O)[nH]c(=O)[nH]3)n2-c2ccc(OC)cc2)s1,1.5,i,i,i,i,i,i,i,i,1.5,i
CS(=O)(=O)N(CC(=O)Nc1ccc2c(c1)OCO2)Cc1ccccc1,4.8,i,i,i,i,i,i,i,i,0.4,i
CN(C)C(CNC(=O)CSc1nc2sc3c(c2c(=O)n1C)CCC3)c1ccccc1 (stereo not drawn),7.0,i,i,i,i,i,i,i,i,4.0,i
C/C(=N/Nc1ccc(C(=O)O)cc1)c1ccc(O)c(O)c1O,-3.7,i,i,i,i,i,i,i,i,7.0,i
SMILES,SKKanGAS inh,MrgX1 ag,MrgX1 allo act,TMEM16A inh,ANO1 activ,RGS4 pot,TRPC6 act,TRPC6 inhibitor,MrgX1 antag,HDAC3 inh,RGS4 inh
CC1=CCC2C(=O)N(c3ccc(C)c(Br)c3)C(=O)C2C1 (stereo not drawn),5.4,i,i,i,i,i,i,i,i,-11.3,i
COC(=O)c1cn(C(=O)c2ccccc2F)nc1N,4.7,i,i,i,i,i,i,i,i,14.7,i
O=C(O)c1ccc(NC(=O)c2cn(-c3ccccc3)nc2-c2ccc(F)cc2)cc1,8.5,i,i,i,i,i,i,i,i,4.6,i
CCCC(O)(c1ccc(Cl)cc1)C(CN1CCOCC1)c1ccc(Cl)cc1 (stereo not drawn),30.3,i,i,i,i,i,i,i,i,-1.9,i
CCCn1c(=S)[nH]c2cc(C(=O)N3CCCC(C(=O)OCC)C3)ccc2c1=O (stereo not drawn),-1.0,i,i,i,i,i,i,i,i,-1.9,i
COc1ccc(NC2=NCCCCC2)cc1,1.1,i,i,i,i,i,i,i,i,-5.1,i
Cc1ccnc(N/N=C/c2ccco2)n1,-9.0,i,i,i,i,i,i,i,i,7.8,i
COc1cc(/C=C(/C#N)c2ccc(F)cc2)ccc1Oc1ccc([N+](=O)[O-])cn1,7.0,i,i,i,i,i,i,i,i,5.1,i
Cc1c(C#N)c2ccccc2n1CC(=O)O,2.2,i,i,i,i,i,i,i,i,4.3,i
CCOc1ccc(CNC(=O)CCCc2cn(C)c3ccccc23)cc1OC,-12.4,i,i,i,i,i,i,i,i,3.4,i
CC(=O)N1CCN(C(=O)c2cc(C)nc3ccccc23)CC1,-0.5,i,i,i,i,i,i,i,i,3.3,i
CC(/C=C1\SC(=S)N(CCCC(=O)Nc2ccc(C(=O)O)cc2)C1=O)=C\c1ccccc1,120.6*,i,i,i,i,i,i,i,i,3.7,i
CCc1nnc(NC(=O)COc2ccc3c(c2)OCO3)s1,-2.6,i,i,i,i,i,i,i,i,1.6,i
CCOC(=O)CSc1nnc([C@H](CC(C)C)NC(=O)OC(C)(C)C)o1,-6.9,x,x,x,i,i,i,i,x,x,i
O=C(CSc1nnc(Cc2ccccc2)n1-c1ccc(F)cc1)N1CCOCC1,0.7,i,i,i,i,i,i,i,i,-5.1,i
CCOc1ccccc1NC(=O)CNC(=O)CNC(=O)Cc1ccccc1,3.3,i,i,i,i,i,i,i,i,5.9,i
Fc1ccc(Nc2c(-c3ccco3)nc3ccccn23)cc1,0.4,i,i,i,i,i,i,i,i,x,i
O=c1cc(N2CCC3(CC2)OCCO3)[nH]c(=O)n1C1CCCCC1,-3.8,i,i,i,i,i,i,i,i,-3.5,i
COc1ccc(NC(=O)c2ccc(NC(=O)C(C)C)cc2)c([N+](=O)[O-])c1,-1.6,i,i,i,i,i,i,i,i,-3.1,i
Cn1cnc([N+](=O)[O-])c1NCc1ccccc1,-1.2,i,i,i,i,i,i,i,i,-6.8,i
COc1ccccc1NC(=O)c1cc(Cl)ccc1NC(=O)c1ccco1,0.8,i,i,i,i,i,i,i,i,-18.3,i
CC(C)(C)c1cc(NS(=O)(=O)c2cccs2)no1,-1.3,i,i,i,i,i,i,i,i,-6.0,i
COc1cccc(CN(C)C(=S)Nc2cccc(C)c2)c1,9.0,i,i,i,i,i,i,i,-4.89*,1.9,i
O=C(NCCc1ccccc1)c1ccccc1NC(=O)C1CCCCC1C(=O)O (stereo not drawn),-16.2,i,i,i,x,i,i,i,i,1.0,i
CC(C)CCNC(=O)C(c1ccco1)N(CCCO)C(=O)Cn1nnc(-c2ccc(F)cc2)n1 (stereo not drawn),-9.9,i,i,i,i,i,i,i,i,-3.4,i
SMILES,SKKanGAS inh,MrgX1 ag,MrgX1 allo act,TMEM16A inh,ANO1 activ,RGS4 pot,TRPC6 act,TRPC6 inhibitor,MrgX1 antag,HDAC3 inh,RGS4 inh
Cc1cc(N(CC(=O)NC(C)C)S(C)(=O)=O)ccc1Br,-4.7,i,i,i,i,i,i,i,i,2.2,i
O=C(N/N=C/c1ccccc1OCc1ccccc1)c1cccs1,-4.5,i,i,i,i,i,i,i,i,-3.4,i
O=C(O)C1CCCCC1C(=O)NCc1ccccn1 (stereo not drawn),6.5,i,i,i,i,i,i,i,i,-0.6,i
Cc1cc(C)n(-c2ccc(C(=O)OC(C)C)cc2)n1,2.5,i,i,i,i,i,i,i,i,0.8,i
CCN1C(=O)c2c(C)nc3ccccc3c2C1=O,4.9,i,i,i,i,i,i,i,i,2.9,i
CCCCCNc1c(C(=O)OCC)c(=O)[nH]c2ccccc12,0.4,i,i,i,i,i,i,i,i,-1.9,i
Cc1ccc(NCN2C(=O)C3CC=C(Cl)CC3C2=O)cc1 (stereo not drawn),0.1,i,i,i,i,i,i,i,i,-16.3,i
Cc1ccc2oc(=O)n(CC(=O)O)c2c1,-1.3,i,i,i,i,i,i,i,i,-7.8,i
CC(C)N(Cc1ccccc1)C(=O)c1cnc2n(c1=O)CCS2,-2.4,i,i,i,i,i,i,i,i,x,i
O=C(NNC(=S)NC(=O)c1cccnc1)c1ccc(Cl)cc1,51.9*,i,i,i,i,i,i,i,i,10.6,i
CCc1ccc(NC(=O)C2CCN(S(=O)(=O)c3cccs3)CC2)cc1,1.6,i,i,i,i,i,i,i,i,3.3,i
CCCCNc1c(-c2ccc(SC3CCCCC3)cc2)nc2ccccn12,71.0*,i,i,i,i,i,i,i,i,-11.0,i
CC(C)NC(=O)c1sc2nc3c(c(-c4cccs4)c2c1N)CN(C)CC3,2.5,i,i,i,i,i,i,i,i,-6.2,i
CCOc1ccc(S(=O)(=O)NCCC(=O)OCN2C(=O)c3ccccc3C2=O)cc1,-6.3,i,i,i,i,i,i,i,i,0.7,i
